# High-throughput results: PubChem BioAssay, National Center for Advancing Translational Sciences (NCATS)
# N370S GC: N370S glucocerebrosidase modulation, Gaucher chaperone candidate; P04062; AID 2101; N370S GC spleen homogenate, 4MU-glucoside fluorescence; hit rate 0.092% among 330,000; Potency, µM (titrated, usually from 59.4 µM), inactives show at the top dose activity change, negative = inhibition, hits mostly inhibitors;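 further: 0% = full enzyme activity and -100% = no enzyme basal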
# DT40 TDP1 CPT: DT40-hTDP1 cell growth loss with CPT; chicken DT40 Tdp1-/-;hTDP1 cells + 20 nM CPT, ATP luminescence, 48 h; hit rate 12% among 420,000; Potency, µM (doses to about 46.2 µM), for inactives: at the top dose activity change, negative = growth inhibition, actives largely listed as inhibitors; further: nearly all actives have a fitted effect of over 55% in size
#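 Chicken DT40 Tdp1-/- cells stably complemented with human TDP1 were seeded at 400 cells/well in medium containing 20 nM camptothecin, exposed to pin-transferred compounds, and grown at 37 °C for at least 48 hr. Viability was read as ATP luminescence.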
# FEN1 inh: human FEN1 inhibition. P39748. Recombinant FEN1 flap cleavage, fluorescence, 15 min. Potency, µM (titrated, usually from 114 µM), for the others: at the highest dose activity change, negative = inhibition, hits mostly inhibitors. hit rate 0.35% among 390,000; further: nearly all actives have a fitted effect of over 65% in size
# Target sequence (P39748 whole entry, looked up): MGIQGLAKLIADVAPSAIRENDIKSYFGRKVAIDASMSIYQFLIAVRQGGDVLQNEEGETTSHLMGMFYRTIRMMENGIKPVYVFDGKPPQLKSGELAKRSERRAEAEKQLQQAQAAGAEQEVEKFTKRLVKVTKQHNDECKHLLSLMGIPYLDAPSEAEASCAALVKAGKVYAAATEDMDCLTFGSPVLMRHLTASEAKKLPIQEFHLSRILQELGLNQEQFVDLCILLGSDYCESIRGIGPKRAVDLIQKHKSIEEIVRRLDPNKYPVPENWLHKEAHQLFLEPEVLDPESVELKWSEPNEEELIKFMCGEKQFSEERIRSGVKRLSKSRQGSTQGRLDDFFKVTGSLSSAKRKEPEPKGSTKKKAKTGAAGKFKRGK
#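 Compounds are tested as a concentration series against 10 nM FEN1; after a 15 min room-temperature preincubation, 50 nM substrate starts cleavage, with plate reads at 0 and 15 min. Normalized responses are fitted by a Hill equation.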
# The depositor's hits bear a star; ? = inconclusive; / = no result given; & = joins results of further samples; [ ] = remark or other dose. The call rests on the fitted dose curve; in most records, active means well fitted curve in the direction sought with a large enough effect; inconclusive means small, poorly fitted or top-dose-only effect, or another doubt; inactive means no such curve, though single readings can be large; an effect the other way counts as inactive or inconclusive. Unless noted, on the % scale 0 is the no-effect control and ±100 the full control effect; potency means the concentration at half of the fitted maximal effect. This is a subset. The share of hits here may be higher or lower than overall.
Structure	N370S GC	DT40 TDP1 CPT	FEN1 inh
COc1ccc(CCNC(=O)C(=O)NCC(c2ccco2)S(=O)(=O)c2cccs2)cc1OC (stereo not drawn)	/	?	-4%
O=C(N/N=C/c1ccc2c(c1)OCO2)c1ccc(NC(=O)c2ccccc2Cl)cc1	1%	-27%	1%
O=C(c1ccco1)N1CCCC(N2CCN(c3cccc(C(F)(F)F)c3)CC2)C1 (stereo not drawn)	-6%	16µM*	2%
COc1ccc(C)cc1S(=O)(=O)N(CC(=O)Nc1cccc([N+](=O)[O-])c1)c1ccc(C)c(C)c1	0%	16µM*	-5%
CCCCCN1CC(=O)N2C(C)c3[nH]c4ccccc4c3C[C@H]2C1=O (stereo partly drawn)	-6%	-28%	-5%
CC(=O)Nc1ccc(NC(=O)C(C)Oc2ccc(Cl)cc2Cl)cc1 (stereo not drawn)	18%	-9%	14%
NS(=O)(=O)c1ccc(N=C2C(=O)Nc3ccccc32)cc1	-21%	-15%	0%
Cc1ccc([C@@H]2[C@@H]3C(=O)N(c4ccccc4)C(=O)[C@@H]3[C@]3(C)C(=O)N(CC4CC4)CC(=O)N23)o1	-5%	-8%	-18%
CCOC(=O)/C(=N/Nc1ccc(OC)cc1)N1CCCc2ccccc21	2%	-25%	-2%
CCOC(=O)c1cnn(-c2cc(C)nc3c(-c4ccccc4)cnn23)c1N	9%	4%	7%
CC1CCCCN1C(=O)CSc1nc2ccccc2[nH]1 (stereo not drawn)	-12%	3%	-4%
O=C(CSc1ccccn1)Nc1cccc(NC(=O)CSc2ccccn2)n1	/	-21%	-15%
O=C(N/N=C\c1ccoc1)c1ccco1	5%	2%	17%
O=[N+]([O-])c1cccc(C(=Nc2ccccc2)NO)c1	7%	-19%	2%
CCOc1ccc(C2c3cc(OCC)c(OCC)cc3CC(=O)N2c2ccc(C(=O)O)cc2)cc1OCC (stereo not drawn)	/	-13%	?
O=C(Nc1cccc2cccnc12)c1ccccc1Br	/	-24%	7%
Cc1ccc(S(=O)(=O)NCC(=O)N(CC(=O)NCc2ccco2)Cc2ccc(F)cc2)cc1	-15%	8%	3%
CS(=O)(=O)c1ccc2nc(NC(=O)CN3CCC(Cc4ccccc4)CC3)sc2c1	7%	?	-5%
Cc1occc1C(=O)Nc1ccc(S(=O)(=O)N2CCN(C)CC2)cc1	-22%	-19%	3%
COc1ccc(/C=N/N2CCN(c3ccc(Cl)cc3)CC2)cc1O	-4%	1%	5%
Nc1nonc1-n1nnc(C(=O)N/N=C/c2ccoc2)c1CSc1ccccc1	0%	-14%	6%
CCCCN1CC(c2nc3ccccc3n2CCCCOc2ccc(C)cc2C)CC1=O (stereo not drawn)	/	7.3µM*	16%
O=S(=O)(c1cccc(C(F)(F)F)c1)N1CCN(c2ccccc2)CC1	-1%	-30%	0%
CC(C)CC1(C)NC(=O)NC1=O (stereo not drawn)	2%	8%	9%
COc1ccc(/C=c2/sc3nc(-c4ccccc4)c(-c4ccccc4)n3c2=O)cc1	10%	?	-6%
Cc1ccc(C(=O)/C=C/c2ccc(-c3ccc(C)cc3)o2)cc1	2%	5.2µM*	11%
Cc1ccc(NC(=O)COC(=O)C2CC2(Cl)Cl)cc1C (stereo not drawn)	?	-30%	2%
C[C@@H](CN1C(=O)C(=O)NC[C@@H]1C)NC(=O)CC12CC3CC(CC(C3)C1)C2	-5%	-9%	-12%
O=C(COc1ccc(S(=O)(=O)NCc2ccccc2)cc1Cl)NCc1ccccn1	-5%	-19%	-1%
COc1cc(NC(=O)c2cc(C)on2)cc(C(=O)Nc2cccc(C(F)(F)F)c2)c1	15%	?	1%
Cc1cnc(C(=O)OCC(=O)NCc2ccc(Cl)cc2)cn1	/	-3%	21%
CCOc1cc(N2CCOCC2)c(OCC)cc1NC(=O)CN1C(=O)NC(CC)(c2ccc(F)cc2)C1=O (stereo not drawn)	/	-29%	-4%
CC1CCN(C(=O)CSc2nc3c(cnn3-c3ccccc3)c(=O)[nH]2)CC1	-1%	-5%	-5%
OCCc1ccc(-c2ccc(Cl)cc2)o1	5%	-19%	-7%
C/C(=N\NC(=O)Cn1c(C)nc2ccccc21)c1cccs1	-5%	15µM*	10%
CCOC(=O)N1CCN(CCC(=O)Nc2ccccc2)CC1	2%	-6%	0%
O=C(CN1CCOCC1)Nc1c(Cl)cc(Cl)cc1Cl	1%	12%	-13%
CCCCC(=O)Nc1c2c(nn1-c1cccc(C)c1C)CS(=O)(=O)C2	-14%	3%	1%
Cc1cc(CNC(=O)COC(=O)C2CC3CCCC(C2)C3=O)cc(C)c1O (stereo not drawn)	/	-5%	20%
CCc1cccc(C)c1NC(=S)NCC1CCN(c2ccc(OC)cc2)C1 (stereo not drawn)	-23%	21µM*	3%
Cc1ccc(C(=O)NCC(=O)N2CCCN(S(=O)(=O)c3ccc(C)cc3)CC2)cc1	2%	-10%	-1%
COc1ccc(Br)cc1CN(C)C(=O)c1ccc2c(c1)NC(=O)C(C)S2 (stereo not drawn)	6%	18%	1%
O=C(NNC(=O)c1ccc([N+](=O)[O-])o1)c1ccccc1	?	?	1%
Cc1cc(C)c2nc(N3CCCN(C(=O)c4ccco4)CC3)c(C#N)cc2c1	30%[2.35 µM]	?	-21%
COc1ccc(Cl)cc1C(=O)Nn1c(C)nc2ccccc2c1=O	-17%	?	-15%
CSc1cccc(NC(=O)c2ccc3c(c2)CCCN3S(C)(=O)=O)c1	/	16µM*	3%
Cc1cc(=O)[nH]c(N2CCCNCC2)n1	0%	-29%	-18%
Cc1cccc(NC(=O)CCN2CCN(c3ccccc3F)CC2)c1	/	-29%	2%
Cc1onc(-c2ccccc2Cl)c1C(=O)NCCCN1CCOCC1	2%	-22%	5%
Cc1cccc(N2CCN(C(=O)c3cccc(N4CCCC4=O)c3)CC2)c1C	-6%	?	-9%

# Given with two lines to a compound: part of the list above.
# Every second line gives: N370S GC	DT40 TDP1 CPT	FEN1 inh
- CCc1cccc(C)c1NC(=S)NCC1CCN(c2ccc(OC)cc2)C1 (stereo not drawn)
  -23%	21µM*	3%
- Cc1ccc(C(=O)NCC(=O)N2CCCN(S(=O)(=O)c3ccc(C)cc3)CC2)cc1
  2%	-10%	-1%
- COc1ccc(Br)cc1CN(C)C(=O)c1ccc2c(c1)NC(=O)C(C)S2 (stereo not drawn)
  6%	18%	1%

# Continued.
Structure	N370S GC	DT40 TDP1 CPT	FEN1 inh
Cc1oc(-c2ccc(F)cc2)nc1CN(Cc1ccccn1)CC1CCCO1 (stereo not drawn)	2%	?	-2%
Cc1cc(N/C=C\C(=O)c2ccc(Cl)c(Cl)c2)no1	8%	-2%	-1%
FC(F)Sc1ccc(NC(=S)NCc2ccccc2)cc1	-5%	26µM*	-27%
O=S(=O)(c1ccccc1)c1cnn(-c2ccccc2)c1-c1ccc(F)cc1	9%	-16%	-19%
Cc1cc(C(C)(C)C)oc1C(=O)N(CC(=O)NC1CCCC1)c1c(C)cccc1C	10%	12µM*	-23%
COc1ccc(OCC(=O)NS(=O)(=O)c2ccccc2)cc1	1%	3%	-7%
Cc1ccccc1S(=O)(=O)Oc1ccccc1C(=O)Oc1ccccc1	9%	?	-14%
Cc1cc(C(C)(C)C)oc1C(=O)N(CC(=O)NC1CCCC1)Cc1ccccc1Cl	18%	13µM*	2%
Cn1c(=O)c2c(nc(Cl)n2CC(=O)NC2(C#N)CCCCC2)n(C)c1=O	-15%	?	0%
COc1ccc(N2CC(C(=O)NCCS(=O)(=O)N3CCN(c4ccccc4)CC3)CC2=O)cc1 (stereo not drawn)	-1%	-8%&-12%	6%&21%
C/C(=N/NC(=O)c1nnn(-c2nonc2N)c1-c1ccccc1)c1ccncc1	0%	4%	-9%
COc1ccc(S(=O)(=O)Nc2cccc(C(C)=O)c2)cc1Br	2%	-17%	5%
O=C1[C@H]2[C@@H](c3ccc(Cl)cc3)N3C(=O)N(c4cccc(F)c4)C(=O)[C@@]3(Cc3ccccc3)[C@H]2C(=O)N1C1CCCCC1	-2%	?	-1%
Cc1nnc(NC(=O)CSc2ccccc2N)s1	-1%	0%	-8%
O=C(Nc1ccc(Cl)c(S(=O)(=O)N2CCOCC2)c1)c1cc2ccccc2oc1=O	/	?	10%
O=C(O)c1ccc(Cn2cnc3cccnc32)cc1	-7%	14%&1%	-7%&-1%
CN1C(=O)C(C)(C)c2cc(S(=O)(=O)N3CCCC3C(=O)NCc3ccccc3Cl)ccc21 (stereo not drawn)	-20%	?	6%
O=C(O)CSCC(=O)N1CCN(c2ccnc3cc(Cl)ccc23)CC1	-2%	3%	-5%
CCC(C(=O)O/N=C(\N)c1cccc(C)c1)c1ccccc1 (stereo not drawn)	24%	-2%	-10%
COc1cccc(C(C(=O)NC(C)(C)C)N(C(=O)CCC(=O)Nc2cc(C)on2)C(C)C)c1OC (stereo not drawn)	6%	-10%	-2%
CCN(CC)C(=S)SCC(=O)Nc1ccc(S(N)(=O)=O)cc1	0%	-19%	-2%
O=C(C1=C[C@H](c2ccc3c(c2)OCO3)C[C@H](OCc2ccc(CO)cc2)O1)N1CCOCC1	5%	4%	-8%
Cc1ccc(NC(=O)C(Cc2ccccc2)NS(=O)(=O)c2ccc3c(c2)c(=O)n(C)c(=O)n3C)c(C)c1 (stereo not drawn)	/	?	17%
CCOP(=O)(OCC)C(C#N)=C1SCN(c2ccccc2)CS1	/	?	13%
CCCOC(=O)C1=C(C)NC2=C(C(=O)CC(C)(C)C2)C1c1cccnc1 (stereo not drawn)	3%	10%	-1%

# Record cards, from the list above:
# `Cc1onc(-c2ccccc2Cl)c1C(=O)NCCCN1CCOCC1` is listed with N370S GC: 2%; DT40 TDP1 CPT: -22%; FEN1 inh: 5%
# `Cc1cc(=O)[nH]c(N2CCCNCC2)n1` is listed with N370S GC: 0%; DT40 TDP1 CPT: -29%; FEN1 inh: -18%

# (further entries)
Structure	N370S GC	DT40 TDP1 CPT	FEN1 inh
O=C(OC1CCCCC1)c1cc2ccccc2oc1=O	?	1%	-11%
CC(NC(=O)c1ccco1)c1ccc(-n2ccnc2)cc1 (stereo not drawn)	2%	-12%	-6%
Cc1ccc(C(=O)C(C)OC(=O)Cc2n[nH]c(=O)c3ccccc23)cc1 (stereo not drawn)	23%	12µM*	4%
O=c1[nH]c(Nc2ccc3c(c2)OCCO3)nnc1Cc1ccccc1	-25%	-30%	1%
CCc1ccccc1NC(=O)c1cc(-c2ccc(Cl)s2)nc2ccccc12	/	?	-13%
Fc1ccc(-[n+]2nc(Nc3ccccc3)sc2-c2c(Cl)cccc2Cl)cc1	-11%	18µM*	4%
N#CC(Nc1ccccc1)c1ccccc1OCc1ccccc1 (stereo not drawn)	1%	?	-18%
Cc1nc(NC(=O)c2ccccc2[N+](=O)[O-])sc1C(=O)N(C)C	0%	3%	2%
Cc1cccc2c(N)c3c(nc12)CCCC3 (tested in a mixture with another compound)	5%	-2%	?
CCN(C(=O)CSc1cc(C)c2ccccc2n1)c1c(N)n(Cc2ccccc2)c(=O)[nH]c1=O	8%	-1%	1%
N#Cc1c[nH]n2c(NC3CCCC3)c(-c3ccc(Br)cc3)nc12	/	18µM*	-1%
CCN(CC)CC#CCC(O)(c1ccccc1)C1CCCCC1 (stereo not drawn)	-4%	?	-1%
CCOc1ccc(NC(=O)c2c(NC(=O)c3cccs3)sc3c2CCC(C(C)(C)C)C3)cc1 (stereo not drawn)	/	-17%	20%
O=C(COc1ccc2c(c1)OCO2)Nc1nncs1	-4%	-15%	-11%
Cc1nc(C(=O)NCC(=O)c2ccc(Cl)cc2)c(C(F)(F)F)o1	2%	-15%	-6%
CC(=O)OC1CCC2(C)C(CCC3C2CC(=NO)C2(C)C(C(C)OC(C)=O)CCC32)C1 (stereo not drawn)	/	15µM*	-2%
COc1ccc2c(COC(=O)CNS(=O)(=O)c3ccc(C)c(C)c3)cc(=O)oc2c1	/	-1%	-18%
O=C(C[C@H]1C/C=C\C[C@@H](Cc2ccc(F)cc2)C(=O)OC[C@H]2CCCN2C1=O)N[C@@H](CO)Cc1ccccc1	/	?	13%
OCC1(Cc2cccc(Cl)c2)CCCN(Cc2ccc(F)c(F)c2)C1 (stereo not drawn)	-15%	23µM*	-12%
Cc1cc(/C([O-])=C(/C(=S)Nc2ccccc2)[n+]2ccccc2)c(C)n1-c1ccccc1	-17%	?	-4%
COc1ccc(N2CCN(C(=O)c3ccc(C)cc3Cl)CC2)cc1	3%	-23%	-14%
